ER stress death: ER stress cell death inhibition; AID 1010; relative survival (cellular ATP), % at 15 µg/mL (by protocol); 48,000 tested, 0.33% active; CSM14.1 thapsigargin ER stress survival, ATP luminescence;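 active means survival measured by cellular ATP above 50% at 15 µg/ml in the first screen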;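 further: cell death triggered by about 15 µM thapsigargin; ATP read 24 h after thapsigargin was added; plate controls were thapsigargin with DMSO for no effect and DMSO without thapsigargin for full effect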
* hit, by the source's call; & = joins results of further samples.

SMILES	ER stress death
O=C(Nc1c(C(=O)Nc2cccc(Cl)c2)cnn1-c1ccccc1)c1ccccc1Cl	1.6
Cc1ccc(SCCOc2ccc(/C=C3/SC(=S)N(C)C3=O)cc2)cc1	7.2
CC1=C(C)CC2C(=O)N(c3ccc(N4CCCCC4)cc3)C(=O)C2C1 (stereo unspecified)	10.9
O=C(Nc1ccc(NC(=O)c2cccc(F)c2)cc1)c1ccc(Br)cc1	10.5
O=C1/C(=C\c2ccc(-c3ccc([N+](=O)[O-])cc3Br)o2)SC(=S)N1c1ccccc1	4.4
NS(=O)(=O)c1ccc(CCNC2CC(=O)N(c3ccc(I)cc3)C2=O)cc1 (stereo unspecified)	0.5
Cc1ccc(OCC(=O)NC2CC(C)(C)NC(C)(C)C2)c(Br)c1	-4.9
COc1ccccc1N1CCN(C(=O)c2cccc(C)c2)CC1	3.4
CC1=C(C(=O)Nc2ccc(Cl)cc2)C(c2cccs2)NC(=S)N1 (stereo unspecified)	7.4
O=[N+]([O-])c1ccc2c(c1)C1C=CCC1C(c1ccccc1Cl)N2 (stereo unspecified)	4.6
Cc1sc(C2C(C#N)=C(N)OC3=C2C(=O)CC(C)(C)C3)cc1[N+](=O)[O-] (stereo unspecified)	-2.2
Cc1ccc(OC(=O)C(C)N2C(=O)c3ccccc3C2=O)cc1C (stereo unspecified)	4.5

Some of the entries above, set out differently.
Structure,ER stress death
COc1ccccc1N1CCN(C(=O)c2cccc(C)c2)CC1,3.4
Cc1ccc(SCCOc2ccc(/C=C3/SC(=S)N(C)C3=O)cc2)cc1,7.2
CC1=C(C(=O)Nc2ccc(Cl)cc2)C(c2cccs2)NC(=S)N1 (stereo unspecified),7.4
O=C(Nc1c(C(=O)Nc2cccc(Cl)c2)cnn1-c1ccccc1)c1ccccc1Cl,1.6
NS(=O)(=O)c1ccc(CCNC2CC(=O)N(c3ccc(I)cc3)C2=O)cc1 (stereo unspecified),0.5

(continued)
SMILES	ER stress death
CC(=O)NC(NC(C)=O)c1ccccc1	11.9
Cc1ccc(S(=O)(=O)N2CCN(Cc3ccc(Br)cc3)CC2)cc1	25.8
CCOc1ccc(C(=S)N2CCOCC2)cc1	8.9
O=C(Cc1ccccc1)N/N=C/c1ccc2ccccc2c1	5.9
O=C(Nc1ccc(S(=O)(=O)N2CCCC2)cc1)c1ccc([N+](=O)[O-])cc1	5.2
COCCNC(=O)/C=C/c1ccc2c(c1)OCO2	-1.4
Cc1ccnc(NS(=O)(=O)c2ccc(F)cc2)c1	6.8
C(=C\c1nnc(-c2ccccc2)o1)/c1ccccc1	4.9
O=C(COc1ccc(Br)cc1)Nc1ccccc1CO	2.6
CC1=CC(c2ccccc2)=Nc2ccc(C)cc2N1	-15.6
CCOc1cc(/C=C2/SC(=S)N(C)C2=O)ccc1OS(=O)(=O)c1ccc(C)cc1	11.5
Cc1cccc(OC(=O)NCCOC(=O)N(O)c2ccc(Cl)cc2)c1	0.6
CC(C)NC(=O)C(=O)NCc1ccccn1	19.2
O=C(CCN1CCCCC1)N/N=C/c1ccc(Br)cc1	-7.1
COc1ccc2oc(-c3ccccc3C)cc(=O)c2c1	-9.8
Nc1nonc1C(=O)OCc1ccc(Cl)cc1Cl	-6.9
O=C(NCCc1ccc(F)cc1)C(=O)NCC1CCCO1 (stereo unspecified)	-6.0
O=C(/C=C/c1ccccc1)NC(=S)Nc1ccccc1	8.9
Ic1ccc(-c2nc(-c3ccncc3)no2)cc1	6.6
COC(=O)C1=C(C)NC(=O)/C1=C\c1ccc(C(=O)O)cc1	9.2
COc1cccc(CN2CCN(Cc3cc(OC)ccc3OC)CC2)c1	-2.0
Cc1ccc(C)c(S(=O)(=O)Nc2ccc(Cl)cc2)c1	2.7
CC1(C)Cc2ccccc2-c2nnc(-c3cccnc3)n21	6.3&10.7
O=C(CCN1C(=O)S/C(=C\c2ccccc2)C1=O)N1CCCCC1	1.4
Nc1cccc(-n2nncc2-c2ccccc2)c1	7.7
Cc1cccnc1NC(=O)COc1ccc(Br)cc1	-5.7
COC12CCCCC1OC1(OC)CCCCC1O2 (stereo unspecified)	12.7
CN(Cc1ccccc1)Cn1[nH]c(=O)ccc1=O	-2.5
Nc1ccc2c(c1)C1C=CCC1C(c1ccc([N+](=O)[O-])cc1)N2 (stereo unspecified)	3.9
Cc1cc(=O)[nH]c(SCC(=O)Nc2ccc(Cl)cc2)n1	3.9
COc1ccc(CC(=O)Nc2ccc(Br)c(C)c2)cc1	8.3
CCOC(=O)C1=C(c2ccccc2)N=C2SCC(=O)N2C1c1cccc(OC)c1OC (stereo unspecified)	-2.9
CCCCOC(=O)c1cccc(NC(=O)c2c(-c3ccccc3Cl)noc2C)c1	-1.7
COc1cc(OC)c(/C=N/n2c(C)nnc2C)c(OC)c1	-3.8
C/C(=N\N=C1\NC(=O)C(CC(=O)NCc2ccccc2)S1)C(C)C (stereo unspecified)	6.7
O=C1C(=O)N(c2cccc(Br)c2)C(c2ccccc2)/C1=C(/O)c1ccccc1 (stereo unspecified)	4.5
CN(C)c1cccc(C(=O)Nc2cc(Cl)ccc2Cl)c1	11.4
CCOc1ccc(C(=O)NCC2(C)CC(NC(=O)c3ccc(OCC)cc3)CC(C)(C)C2)cc1 (stereo unspecified)	7.0
O=C(Nc1ccc(S(=O)(=O)N2CCc3ccccc32)cc1)c1ccccc1[N+](=O)[O-]	1.6
Cc1c(C(=O)Nc2ccc(I)cc2Cl)oc2ccccc12	-0.7
O=C(Cc1ccc(Cl)cc1)NNC(=O)c1cccnc1	4.5
CC(=O)Nc1cc(C23CC4CC(CC(C4)C2)C3)ccc1C	3.4
NS(=O)(=O)c1ccc(NC(=O)Nc2cccc(Cl)c2)cc1	-5.3
O=C(CC(=O)c1ccccc1)CC(=O)c1ccccc1	-10.6
CC(C)=C1C(=O)NN(c2ccc(C)c(Cl)c2)C1=O	-3.6
CCOC(=O)/C=C/CSc1nc2sc3c(c2c(=O)[nH]1)CCCC3	-1.5
CCOC(=O)c1ccc(NC(=O)CN2C(=O)/C(=C/c3ccc(C)cc3)SC2=S)cc1	4.4
COc1cccc(C(=O)N2CCN(C3CCN(Cc4ccccc4)CC3)CC2)c1OC	-1.8
O=C(NC(c1ccccc1)c1ccc2cccnc2c1O)c1ccccc1 (stereo unspecified)	3.2
Cc1cccc(OCC(=O)Nc2cccc(Cl)c2Cl)c1	8.1
O=S(=O)(c1ccc2c(c1)OCCO2)N1CCCCC1	4.3
COc1cc(Cl)ccc1NC(=O)c1cnn2c(C(F)(F)F)cc(-c3ccco3)nc12	11.0
CN1CCN(C2CC(=O)N(c3ccc(Cl)c(Cl)c3)C2=O)CC1 (stereo unspecified)	1.3
COC(=O)c1sccc1NC(=O)c1cc(-c2ccccc2Cl)nc2ccccc12	-1.1
COc1ccc(-c2c(C(=O)O)nc3ccccc3c2C(=O)O)cc1	3.5
CS(=O)(=O)N(CC(=O)Nc1cccc(Br)c1)c1ccc(Cl)cc1	10.7
Cc1cc(Cl)ccc1OCC(=O)N(CC(C)C)CC(C)C	9.2
CCOC(=O)Nc1ccc(S(=O)(=O)Nc2ncccn2)cc1	1.6
O=c1oc(-c2cccs2)nc2ccc(Cl)cc12	-2.7
O=C(Oc1nn(-c2ccccc2)cc1C(=O)c1ccccc1)c1ccccc1	5.4

Next section.
SMILES	ER stress death
COc1cc(C2NC(=S)NC(C)=C2C(=O)Nc2ccccc2)ccc1O (stereo unspecified)	3.8
O=C(c1ccc2c(c1)OCO2)N1CCC(CN2C(=O)c3cccc4cccc(c34)C2=O)CC1	2.7
COc1ccc(CNC(=O)c2cc3nc(-c4ccc([N+](=O)[O-])cc4)cc(C(F)(F)F)n3n2)cc1	11.9
CC1=CC(C)(C)N(C(=O)CN2C(=O)c3ccccc3C2=O)c2cc(C)ccc21	-0.1
O=[N+]([O-])c1ccccc1S(=O)(=O)NCCc1ccccc1	7.5
COc1ccc(C(=O)N2CCN(S(=O)(=O)c3ccccc3)CC2)cc1	-2.9
O=C(CSc1nc2ccccc2s1)N=Nc1c(O)n(CN2CCCC2)c2ccccc12	2.7
O=[N+]([O-])c1ccc(CSc2nnnn2-c2ccccc2)cc1	15.7
NC(=O)C1CCN(C(=O)c2ccccc2NC(=O)c2ccccc2Br)CC1	6.7
CCn1cc(/C=C2/C(=O)NN(c3ccccc3)C2=O)c2ccccc21	9.3
O=C(Cc1ccccc1)N1N=C(c2ccc(Cl)cc2)CC1(O)C(F)(F)F (stereo unspecified)	14.7
CC(C)C(=O)Nc1cccc(-c2nc3cc(Cl)cc(Cl)c3o2)c1	0.5
Cc1ccccc1/C(N)=N/OC(=O)c1ccc(C)c([N+](=O)[O-])c1	-1.2
O=C(CSC1=NCCS1)n1c2ccccc2c2ccccc21	2.5
CCCC1CCc2nc3ccccc3c(C(=O)O)c2C1 (stereo unspecified)	4.9
O=C(N=Nc1c(O)n(CN2CCCCCC2)c2ccc(Br)cc12)c1cccnc1	-4.8
O=[N+]([O-])c1cccc(Nc2ccccc2)c1	-6.6
COC(=O)c1ccc(C(=O)OC)c(NC(=O)C(C)(C)C)c1	4.0
N#CCc1ccc(NC(=O)c2cc(Cl)cc(Cl)c2O)cc1	-12.3
CC(=Nc1ccc(C)cc1)c1c(O)n(C)c(=O)n(C)c1=O	-4.6
COc1ccc(CCNC(=O)CN(c2cccc([N+](=O)[O-])c2)S(=O)(=O)c2ccccc2)cc1OC	1.0
COC(=O)CCC(=O)Nc1cccc(Br)c1	5.0
O=C(NC(=S)NC1CCSC1=O)c1ccc(Cl)cc1Cl (stereo unspecified)	4.5
COc1cc(C2C3C(=O)N(c4ccccc4C(F)(F)F)C(=O)C3ON2c2ccccc2)ccc1O (stereo unspecified)	-2.4
O=C1N=C(N2CCOCC2)S/C1=C\c1cccc(O)c1	0.7
COC(=O)C1=C(C)NC2=C(C(=O)c3ccccc32)C1c1ccccc1OCc1ccc(Cl)cc1Cl (stereo unspecified)	-7.0
CCc1cc2c(=O)n(-c3ccccc3)c(SCC(=O)c3ccc(OC)cc3)nc2s1	6.0
CCOC(=O)c1c(NC(C)=O)sc(I)c1-c1ccccc1	20.0
CCCc1ccc(C(=O)N2c3ccccc3C(Nc3ccccc3)CC2C)cc1 (stereo unspecified)	5.8
O=C(CN1CCN(CCN2C(=O)c3cccc4cccc(c34)C2=O)CC1)c1ccc(F)cc1	7.4&3.9
c1ccc(C2CC3CC(c4ccccc4)N2O3)cc1 (stereo unspecified)	1.5
COc1ccc(/C=C/C(=O)Nc2ccc(-c3ccccc3)cc2)cc1OC	4.5
CCOC(=O)C(CC)Oc1ccc2c(C)cc(=O)oc2c1 (stereo unspecified)	21.2
Cc1c(N(CC(=O)O)S(=O)(=O)c2ccccc2)c(=O)n(-c2ccccc2)n1C	1.4
COc1ccc(N(CC(=O)NC23CC4CC(CC(C4)C2)C3)S(=O)(=O)c2ccccc2)cc1	8.3
COc1ccc(CSc2nnc(C)s2)cc1F	7.3
CC1CCN(CCC(=O)N/N=C/c2ccc([N+](=O)[O-])cc2)CC1	-3.4
Cc1ccccc1C(=O)Nc1c(C(=O)N2CCN(C)CC2)cnn1-c1ccccc1	0.4
O=C(O)c1cccc(N2C(=O)c3ccc4c5c(ccc(c35)C2=O)CC4)c1	7.9
O=S(c1ccc2ccccc2c1)N1CCOCC1 (stereo unspecified)	3.5
COc1ccccc1/C=N/NC(=O)c1cc(-c2ccc3ccccc3c2)n[nH]1	9.8
COC(=O)C1=C(C)N=c2s/c(=C/c3ccc(Cl)cc3)c(=O)n2C1c1ccccc1 (stereo unspecified)	9.7
COc1ccc(CCC(=O)NCc2ccc(Cl)c(Cl)c2)cc1	2.1
COc1cc(-c2nc3ccccn3c2/N=C/c2ccccc2)ccc1O	0.2
CCOc1cc(C2C3=C(CC(C)(C)CC3=O)Nc3ccccc3N2C(=O)c2ccccc2)ccc1O (stereo unspecified)	9.7
CCOC(=O)C1=C(C)NC2=C(C(=O)CC(C)(C)C2)C1c1ccc(OCc2ccc(C)cc2)c(OC)c1 (stereo unspecified)	12.2
Cc1c(Cl)cccc1NC(=O)CSC(N)=O	2.8
O=C(NC(=S)Nc1ccc(S(=O)(=O)Nc2nccs2)cc1)c1sc2ccccc2c1Cl	7.9
COc1ccc2c(c1)OCC/C2=N\OC(=O)c1cccc(Br)c1	3.5
CCN(CC)C(=O)C(=O)N/N=C/c1ccc(Cl)cc1Cl	12.1
CSc1nc(=O)n(C)c(C)c1C(C)=O	6.6
COC(=O)c1ccc(-c2nnc(Nc3ccccc3C)c3ccccc23)cc1	5.7
C=CCNC(=O)C(=O)NCC1CCCO1 (stereo unspecified)	1.3
COC(=O)c1cc(-c2ccc(/C=C3/N=C(c4ccccc4)OC3=O)o2)ccc1Cl	20.5
CC(C)NC(=O)c1ccc(CN2CCN(c3ccccc3)CC2)cc1	7.3
O=C(Oc1ccc2c(-c3ccccc3)cc(=O)oc2c1)c1ccccc1Cl	-1.9
O=C1/C(=C/c2cccc([N+](=O)[O-])c2)SC(=S)N1c1ccc(F)cc1	5.9
CC(=O)Nc1ccc(NS(=O)(=O)c2cccc([N+](=O)[O-])c2)cc1	9.6
O=C1CC(NCc2ccncc2)C(=O)N1c1ccc(I)cc1 (stereo unspecified)	7.7
Cc1ccc(-n2[nH]c(C)c(/C=N/NC(=O)c3ccccc3[N+](=O)[O-])c2=O)cc1C	1.4

Later entries.
SMILES	ER stress death
COC(=O)C1=C(C)N(c2cccc(OC)c2)C(=O)/C1=C\c1ccccc1F	0.4
Cc1ccc(OCC(=O)NC23CC4CC(CC(C4)C2)C3)cc1	-0.2
CCOc1cc(/C=C2\SC(=S)N(c3ccccc3)C2=O)cc([N+](=O)[O-])c1O	-2.4
CC(/C=C1\SC(N2CCN(C3=NC(=O)/C(=C\C(C)=C\c4ccccc4)S3)CC2)=NC1=O)=C\c1ccccc1	4.3
O=C(NCCCO)C1CC(=O)N(c2ccc(Br)cc2)C1 (stereo unspecified)	-0.2

Of the compounds above, 5 contain an NH in an aromatic ring.
SMILES	ER stress death
CN(Cc1ccccc1)Cn1[nH]c(=O)ccc1=O	-2.5
Cc1cc(=O)[nH]c(SCC(=O)Nc2ccc(Cl)cc2)n1	3.9
CCOC(=O)/C=C/CSc1nc2sc3c(c2c(=O)[nH]1)CCCC3	-1.5
COc1ccccc1/C=N/NC(=O)c1cc(-c2ccc3ccccc3c2)n[nH]1	9.8
Cc1ccc(-n2[nH]c(C)c(/C=N/NC(=O)c3ccccc3[N+](=O)[O-])c2=O)cc1C	1.4

Source: PubChem (Sanford-Burnham Center for Chemical Genomics)

An excerpt. The share of hits here may be higher or lower than overall.
